High-throughput results from PubChem.
HTR2A ag: mouse Htr2a agonists via beta-arrestin recruitment, primary screen, cell-based, luminescence. CHO-K1 mHTR2A beta-arrestin complementation; percent of 30 µM serotonin response. 5-hydroxytryptamine receptor 2A (Mus musculus), P35363. hit rate 0.66% among 360,000. activation, % at 7.6 µM;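 active = activation above a run cutoff, the mean activation of all tested compounds plus 3 SD, cut at about 14% in these data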;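 also: 0% = plate median of compound wells and 100% = 30 µM serotonin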
ABCB6 inh 2: ABCB6 transporter inhibitors, primary screen, K562-ABCB6 cells, flow cytometry, MLPCN library | ATP-binding cassette sub-family B member 6 (Homo sapiens), Q9NP58 | K562-ABCB6 porphyrin accumulation, 1 h; active compounds read low | fluorescence ratio to DMSO, % at 10 µM | hit rate 0.19% among 360,000 | AID 602162, 2011;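 active = fluorescence ratio to DMSO below 75%, the collection mean minus 3 SD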;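 also: signal is porphyrin accumulated inside mitochondria; 100% equals median channel fluorescence of DMSO control wells; lower ratio means ABCB6 inhibition with less porphyrin fluorescence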
Target sequence (Q9NP58 whole entry, looked up): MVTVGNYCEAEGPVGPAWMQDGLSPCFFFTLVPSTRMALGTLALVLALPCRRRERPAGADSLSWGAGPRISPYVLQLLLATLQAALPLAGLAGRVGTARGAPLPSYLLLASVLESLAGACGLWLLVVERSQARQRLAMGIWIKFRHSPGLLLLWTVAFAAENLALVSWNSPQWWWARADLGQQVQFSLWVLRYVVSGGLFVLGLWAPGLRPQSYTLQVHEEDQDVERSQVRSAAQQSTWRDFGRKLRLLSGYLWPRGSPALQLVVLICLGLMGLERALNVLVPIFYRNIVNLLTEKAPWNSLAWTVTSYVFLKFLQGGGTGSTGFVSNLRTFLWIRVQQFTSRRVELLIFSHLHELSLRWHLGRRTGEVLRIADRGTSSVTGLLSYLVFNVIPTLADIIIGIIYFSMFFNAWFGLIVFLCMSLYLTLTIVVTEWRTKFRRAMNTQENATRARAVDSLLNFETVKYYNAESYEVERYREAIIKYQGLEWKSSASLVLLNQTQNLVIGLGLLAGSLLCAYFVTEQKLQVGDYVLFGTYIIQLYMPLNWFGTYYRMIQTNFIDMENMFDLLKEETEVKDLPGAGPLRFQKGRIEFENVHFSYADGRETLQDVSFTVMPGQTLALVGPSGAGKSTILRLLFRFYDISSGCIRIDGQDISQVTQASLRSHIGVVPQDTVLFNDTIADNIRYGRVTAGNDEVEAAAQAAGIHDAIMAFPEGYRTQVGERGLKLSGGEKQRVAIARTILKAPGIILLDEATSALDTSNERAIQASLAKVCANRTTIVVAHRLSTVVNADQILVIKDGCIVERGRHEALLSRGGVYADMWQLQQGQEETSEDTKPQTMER
MC4R antag cAMP: MC4R antagonists of cAMP signaling, primary screen, cell-based, TR-FRET, antagonist arm of biased-ligand search. Melanocortin receptor 4 (Homo sapiens), P32245. MC4R-expressing cells, MTII-stimulated cAMP, LANCE TR-FRET. inhibition, % at 6.5 µM. AID 540295, 2011. hit rate 0.48% among 360,000;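 active = inhibition above its plate's cutoff, the mean of tested wells on that plate plus 3 SD, cut at about 29% in these data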;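 also: 0% = Melanotan II alone and 100% = Melanotan II plus saturating MCL0020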
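System: U2OS cells stably expressing human melanocortin 4 receptor (MC4R). Reagent: Melanotan II challenge after compound preincubation. Doses: 6.5 µM. Times: 30-min compound, 1-h challenge, 1-h detection, room temperature. Measured by: TR-FRET with Eu-cAMP and labeled anti-cAMP, 671 nm. Replicates: singlicate.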
Cardio protect: cardioprotection against H2O2-induced cell death, primary screen, uHTS, H9c2 cells, ATPLite luminescence. H9c2 cardiomyocytes, H2O2 injury protection, 2 h. protection from H2O2 cell death, % at 20 µM. hit rate 0.63% among 360,000. AID 588492, 2011;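 active = compounds giving at least 50% protection of heart cells from peroxide-induced death in the single-dose screen, raw or plate-pattern-corrected value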;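 also: 0% = DMSO wells with peroxide and 100% = DMSO wells without peroxide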
Granule exo inh: LAMP-1 surface exposure blockers, TALL-104 cells – cell-based, flow cytometry, MLPCN library, primary screen. inhibition, % at 10 µM. hit rate 0.66% among 360,000. AID 651702, 2012. TALL-104 LAMP-1 surface exposure; cells stimulated with thapsigargin and PMA;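 active = inhibition above about 55%, limit read from the data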
CaV13 FRET inh: Disruptors of the CACNA1D IQ motif to Ca2+-dependent inactivation inhibitor domain association, primary screening, Förster resonance energy transfer in intact living … | HEK cells, CFP/YFP FRET ICDI-IQ, plate reader, 10 min; percent FRET-ratio fall versus neutral wells | inhibition, % at 12.3 µM | hit rate 0.098% among 340,000;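 active = mean replicate inhibition of at least 30% and at least 1% of replicates passing that level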;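 also: 0% = median of the neutral control wells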
ABHD5-PLIN5 inh: ABHD5-PLIN5 interaction inhibitors, primary screen, cell lysate, split luciferase complementation, luminescence; Perilipin-5 (Homo sapiens) + 1-acylglycerol-3-phosphate O-acyltransferase ABHD5 (Homo …; Split G. princeps luciferase complementation, 4 h; inhibition, % at 4 µM; hit rate 0.78% among 360,000;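 active = inhibition above the mean inhibition across every tested compound plus 3 SD, cut at about 22% in these data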;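 also: 0% = DMSO only wells and the 100% control is not disclosed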
N-glyco inh: increase of ERlucT glycosylation luciferase signal, primary screen, N-linked glycosylation inhibitor project, D54 ERlucT cells, luminescence, set 2; AID 588692, 2011; D54 ERlucT glycosylation luciferase reporter, 24 h; percent of 100 nM tunicamycin response; reporter increase, % at 12.5 µM; hit rate 0.23% among 360,000;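 active = mean luciferase reporter signal, scaled so untreated is 0 and the glycosylation-blocking control 100, at or above a set limit in every replicate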;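 also: luciferase carries N-glycosylation sites so blocking glycosylation raises the light; 0% = median of neutral control wells and 100% = median of 100 nM tunicamycin wells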
PDI turbidity: inhibitors of human PDI, primary screen, biochemical, turbidity, single point, plate reader; PDI insulin aggregation turbidity, A650, 90 min; inhibition, % at 10 µM; hit rate 0.052% among 350,000;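 active = mean inhibition across replicates of 30% or more, whatever share of single replicates reach that level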;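 also: absorbance from insulin aggregation driven by PDI reduction with DTT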
MC4R barr agon: MC4R agonists recruiting beta-arrestin, primary screen, cell-based, luminescence, agonist arm of biased-ligand search; Melanocortin receptor 4 (Homo sapiens), P32245; U2OS MC4R beta-arrestin complementation; percent of melanotan II response, DMSO zero; activation, % at 8.9 µM; hit rate 0.98% among 360,000; AID 540308, 2011;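 active = activation above a per-plate cutoff, the mean activation of sample wells on that plate plus 3 SD, cut at about 8% in these data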
Starred values were filed as active, the others as inactive; i = inactive; . = no result given.

(1) O=C(NCCN1CCOCC1)c1ccc(Cl)cc1[N+](=O)[O-]
(2) CC(=O)Nc1ccc(Cl)cc1C1COC(=O)C1=N (stereo unspecified)
(3) C/C(CC(=O)N1CCN(C=O)CC1)=N\NC(=O)c1cc2ccccc2cc1O
(4) O=[N+]([O-])c1ccc(COc2cccnc2)cc1
(5) COc1ccc(CCNC(=O)C2CC3Cn4c(nc5ccccc54)C3N2Cc2ccccc2)cc1 (stereo unspecified)
(6) O=C(CN1CCCC1)Nc1c(Cl)cccc1Cl
(7) COc1cc2c(cc1OC)CN(C(=O)C1CCCN1S(=O)(=O)c1ccc(F)cc1)CC2 (stereo unspecified)
(8) CCCCC[C@H](C)N1C[C@H](COCc2ccccc2)Oc2cc(N3CCC[C@@H]3COC)ccc2S1(=O)=O
Compound	1	2	3	4	5	6	7	8
HTR2A ag	-4	0	-1	-2	-7	2	-2	4
ABCB6 inh 2	92	95	93	99	97	100	101	96
MC4R antag cAMP	-2	7	-3	4	3	-2	10	.
Cardio protect	9	-1	32	1	11	-2	-5	.
Granule exo inh	-1	-8	-18	-2	1	7	1	-4
CaV13 FRET inh	.	-28	-9	-6	-5	0	-2	-6
ABHD5-PLIN5 inh	-7	-4	-3	-1	0	4	7	-5
N-glyco inh	1	0	-3	0	13	1	0	.
PDI turbidity	7	3	7	4	-1	0	5	.
MC4R barr agon	-1.0	-2.6	-1.5	0.5	-1.6	-0.4	1.3	.

(9) Cc1cc(C(F)(F)F)n2nc(C(=O)O)c(Cl)c2n1
(10) CCOC(=O)c1sc(C)c2c1NC(C)(c1ccccc1)NC2=O (stereo unspecified)
(11) CCN(CC)c1ccc(/C=C/C(=O)c2ccc(Br)cc2)cc1
(12) Cc1ccc(C(=O)OCC(=O)NC(=O)c2ccc(C(C)(C)C)cc2)c(O)c1
(13) COCCCn1c(SCC(=O)N2CCCC(C)C2)nnc1-c1ccco1 (stereo unspecified)
(14) COc1ccc(NC(=O)CSc2nc3c([nH]c4ccccc43)c(=O)n2C)c(OC)c1
(15) COCCOCCn1cnc2ccccc21
(16) Cc1ccc(C(=O)COC(=O)CN2C(=O)C3C4C=CC(C4)C3C2=O)cc1C (stereo unspecified)
Compound	9	10	11	12	13	14	15	16
HTR2A ag	-4	8	-4	8	0	1	-4	-4
ABCB6 inh 2	98	114	i	87	95	99	93	96
MC4R antag cAMP	1	-2	0	1	-1	5	-4	5
Cardio protect	0	-4	-3	0	-2	-2	2	-4
Granule exo inh	3	-2	14	1	-1	-2	-2	-3
CaV13 FRET inh	-5	.	-39	-17	-7	-6	.	-6
ABHD5-PLIN5 inh	-3	1	-4	2	-1	15	-2	0
N-glyco inh	2	3	9	-1	0	-6	2	0
PDI turbidity	1	12	-7	-7	-2	9	-3	-3
MC4R barr agon	-1.4	1.6	-2.9	-0.2	-1.4	-0.8	-1.2	-0.6

(17) CCO[C@H]1OC(C(=O)O)=C[C@@H](C)[C@@H]1CCCO
(18) COC1CCCCC1Nc1ccc(C)c(C)c1 (stereo unspecified)
(19) Cc1cccc(-n2c(O)c(C=Nc3ccccc3O)c3ccccc3c2=O)n1
(20) CCOC(=O)Cc1c(C)nc2c(-c3ccccc3)c(C)[nH]n2c1=O
(21) CCOC(=O)C1(Cc2ccccc2)CCN(Cc2ccc3c(c2)OCCO3)CC1
(22) O=C1c2ccccc2C(Nc2ccc3c(c2)OCCO3)N1c1ccccn1 (stereo unspecified)
(23) Cn1nc(C(=O)NCC2COc3ccccc3O2)c2ccccc2c1=O (stereo unspecified)
(24) Cc1oc(-c2cccc(Cl)c2)nc1CN1CCC(C(=O)NCC2CCCO2)CC1 (stereo unspecified)
Compound	17	18	19	20	21	22	23	24
HTR2A ag	3	5	-3	7	-5	2	5	-3
ABCB6 inh 2	98	100	99	99	103	97	100	95
MC4R antag cAMP	4	8	-3	14	22	0	2	10
Cardio protect	0	-3	12	12	0	18	1	4
Granule exo inh	15	-2	0	0	1	3	-3	3
CaV13 FRET inh	-5	-9	12	-8	-4	-11	-3	-3
ABHD5-PLIN5 inh	-7	3	5	-5	-3	-8	1	2
N-glyco inh	3	0	0	0	1	-2	4	0
PDI turbidity	5	-4	-7	-7	-2	.	-3	-9
MC4R barr agon	-1.9	-1.6	-1.2	2.8	-0.4	-0.1	-1.0	-0.6

(25) O=C(OCN1C(=O)c2ccccc2C1=O)c1cc(S(=O)(=O)N2CCOCC2)ccc1F
(26) COC(=O)CSc1nnc(CNc2nc(-c3ccccc3)cs2)n1C
(27) Cc1ccc(N2C(=O)N(CC(=O)N(C)Cc3ccccc3)C(=O)C2C)cc1 (stereo unspecified)
(28) CCc1ccccc1NC(=O)CSc1nc2[nH]c(=O)cc(O)c2s1
(29) Cc1ccc(C)c(S(=O)(=O)C(C#N)c2nc3ccccc3nc2N2CCOCC2)c1 (stereo unspecified)
(30) C=CCNC(=O)c1cnn(-c2ccccc2)c1-c1ccccc1
(31) CC(=O)c1ccc(-n2nnnc2SCC(=O)NNC(=O)c2ccco2)cc1
(32) COc1ccccc1N=Cc1c(C)c(C#N)c2[nH]c3ccccc3n2c1=O
Compound	25	26	27	28	29	30	31	32
HTR2A ag	1	1	-3	2	1	-3	-9	1
ABCB6 inh 2	98	103	97	101	99	101	103	106
MC4R antag cAMP	-33	11	10	-7	3	9	-1	8
Cardio protect	5	-2	-3	0	-8	-1	8	8
Granule exo inh	4	-7	1	-4	-3	5	6	0
CaV13 FRET inh	-4	-4	-8	-5	-6	-21	-8	-11
ABHD5-PLIN5 inh	13	-1	8	-5	-10	6	-6	-6
N-glyco inh	2	0	1	-1	-3	1	2	3
PDI turbidity	-2	0	8	-2	-3	0	20	-2
MC4R barr agon	-2.0	-1.5	0.1	2.1	-1.1	-3.6	-1.1	-1.1

(33) CC1=C(C(=O)OC(C)C)C(c2cccs2)N2C(=O)CCSC2=N1 (stereo unspecified)
(34) CC1CCN(C(=O)CSc2nnc(Cc3cccn3C)n2-c2ccc(F)cc2)CC1
(35) COc1cccc(CN2CCC2(C)C(=O)Nc2cccc(Oc3ccccc3)c2)c1F (stereo unspecified)
(36) COc1ccc(-c2coc3c(CN4CCOCC4)c(O)ccc3c2=O)cc1
(37) COC(=O)CCCn1c(C)cc(C(=O)CCl)c1C
(38) Cc1ccc(CNC(=O)c2cc3c(s2)CN(Cc2ccccc2)C3)cc1
(39) COc1ccccc1Cn1c(=S)[nH]c2cc(C(=O)N3CCCC(C)C3)ccc2c1=O (stereo unspecified)
(40) O=c1ccc(Cc2ccccn2)n[nH]1
Compound	33	34	35	36	37	38	39	40
HTR2A ag	13	-3	0	-3	3	-3	-1	-3
ABCB6 inh 2	97	96	97	99	99	93	100	142
MC4R antag cAMP	7	13	-2	9	24	3	3	-1
Cardio protect	6	-2	-7	1	0	-23	-2	-4
Granule exo inh	0	0	5	2	-2	0	11	2
CaV13 FRET inh	-2	-2	-6	-3	-18	9	-5	-4
ABHD5-PLIN5 inh	2	-1	-4	-1	6	0	1	-2
N-glyco inh	-2	1	9	0	-1	-2	0	1
PDI turbidity	-11	.	-4	1	1	7	-7	-3
MC4R barr agon	-1.0	-0.3	-1.8	-1.1	-2.7	3.6	-1.1	-0.9

(41) CCCCC(=O)Nc1cccc(NC(=O)c2ccc3c(c2)OCO3)c1
(42) O=C(NCCCc1ccccc1)c1ccccc1O
(43) COC(=O)[C@]12CCCCC=C1N(Cc1cccc3ccccc13)C(=O)[C@H](CC(=O)NCc1cccc(C(F)(F)F)c1)C2
(44) CCC(C)NCCOc1ccc(C)cc1[N+](=O)[O-] (stereo unspecified)
(45) O=S1(=O)C[C@H](N2CCOCC2)[C@@H](COCc2ccccc2)N1
(46) O=C(NC1CCCC1)c1cc(S(=O)(=O)N2CCCC2)ccc1Cl
(47) CNC(=O)CCc1ccc(OC)cc1
(48) Cc1csc(=O)n1CCC(=O)OCc1nnc(-c2ccccc2)o1
Compound	41	42	43	44	45	46	47	48
HTR2A ag	1	-4	4	-7	0	6	-1	1
ABCB6 inh 2	91	103	97	103	92	93	88	92
MC4R antag cAMP	-1	-1	.	2	.	-4	4	7
Cardio protect	6	-5	.	3	4	6	4	-1
Granule exo inh	-2	0	8	1	-2	1	0	-6
CaV13 FRET inh	-8	-3	-5	0	-10	.	25	-4
ABHD5-PLIN5 inh	6	-1	1	5	-6	4	3	10
N-glyco inh	0	-1	.	-3	2	2	2	1
PDI turbidity	4	1	.	5	.	-3	0	4
MC4R barr agon	-1.9	-0.9	.	-0.7	.	-0.3	1.0	-4.1

Structures above with a thiophene ring, fused or not, in the order listed:
(10) CCOC(=O)c1sc(C)c2c1NC(C)(c1ccccc1)NC2=O (stereo unspecified)
(33) CC1=C(C(=O)OC(C)C)C(c2cccs2)N2C(=O)CCSC2=N1 (stereo unspecified)
(38) Cc1ccc(CNC(=O)c2cc3c(s2)CN(Cc2ccccc2)C3)cc1
Compound	10	33	38
HTR2A ag	8	13	-3
ABCB6 inh 2	114	97	93
MC4R antag cAMP	-2	7	3
Cardio protect	-4	6	-23
Granule exo inh	-2	0	0
CaV13 FRET inh	.	-2	9
ABHD5-PLIN5 inh	1	2	0
N-glyco inh	3	-2	-2
PDI turbidity	12	-11	7
MC4R barr agon	1.6	-1.0	3.6

(further entries)
(49) CCN1CCN(c2cc(=O)n(Cc3ccc(F)cc3)c(=O)[nH]2)CC1
(50) CCO/C=N/c1c(C#N)c(CC#N)nn1-c1ccccc1
(51) Cc1ccc(S(=O)(=O)NCc2cccc([N+](=O)[O-])c2)cc1
(52) NC(=O)c1c(NC(=O)CSc2nnc(-c3ccco3)n2-c2ccccc2)sc2c1CCC2
(53) O=S1(=O)CCOCCCN1Cc1ccccc1F
Compound	49	50	51	52	53
HTR2A ag	2	3	-1	0	1
ABCB6 inh 2	98	103	97	99	101
MC4R antag cAMP	18	6	-3	0	-4
Cardio protect	5	6	-1	12	-2
Granule exo inh	3	-7	1	10	-7
CaV13 FRET inh	13	-3	-6	.	-4
ABHD5-PLIN5 inh	3	0	-8	4	4
N-glyco inh	0	1	-3	.	0
PDI turbidity	-3	2	2	-5	2
MC4R barr agon	3.1	-0.8	-2.6	-1.7	-0.4
